# NR1D1 modulator: modulates human Rev-erb alpha binding to DNA; actives 0.79% (n = 370,000); Rev-erbα–FITC-DNA binding, fluorescence polarization, 90 min; AID 1259318; activity, % at 10 µM; P20393;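 active = activity above about 14%, limit read from the data; passing the limit was not always enough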;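 note: 0% = DMSO wells with 35 nM protein and 100% = DMSO wells with 750 nM protein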
# PLC-beta3 inh: PLC-beta3 (human) inhibition, primary screen; Purified PLC-beta3, fluorogenic substrate, fluorescence; inhibition, % at 12.2 µM; actives 0.18% (n = 370,000); in the data active = inhibition above about 11%;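 note: 0% = median of compound wells on plate and 100% = full blocker control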
# Target sequence (Q01970 whole entry, looked up): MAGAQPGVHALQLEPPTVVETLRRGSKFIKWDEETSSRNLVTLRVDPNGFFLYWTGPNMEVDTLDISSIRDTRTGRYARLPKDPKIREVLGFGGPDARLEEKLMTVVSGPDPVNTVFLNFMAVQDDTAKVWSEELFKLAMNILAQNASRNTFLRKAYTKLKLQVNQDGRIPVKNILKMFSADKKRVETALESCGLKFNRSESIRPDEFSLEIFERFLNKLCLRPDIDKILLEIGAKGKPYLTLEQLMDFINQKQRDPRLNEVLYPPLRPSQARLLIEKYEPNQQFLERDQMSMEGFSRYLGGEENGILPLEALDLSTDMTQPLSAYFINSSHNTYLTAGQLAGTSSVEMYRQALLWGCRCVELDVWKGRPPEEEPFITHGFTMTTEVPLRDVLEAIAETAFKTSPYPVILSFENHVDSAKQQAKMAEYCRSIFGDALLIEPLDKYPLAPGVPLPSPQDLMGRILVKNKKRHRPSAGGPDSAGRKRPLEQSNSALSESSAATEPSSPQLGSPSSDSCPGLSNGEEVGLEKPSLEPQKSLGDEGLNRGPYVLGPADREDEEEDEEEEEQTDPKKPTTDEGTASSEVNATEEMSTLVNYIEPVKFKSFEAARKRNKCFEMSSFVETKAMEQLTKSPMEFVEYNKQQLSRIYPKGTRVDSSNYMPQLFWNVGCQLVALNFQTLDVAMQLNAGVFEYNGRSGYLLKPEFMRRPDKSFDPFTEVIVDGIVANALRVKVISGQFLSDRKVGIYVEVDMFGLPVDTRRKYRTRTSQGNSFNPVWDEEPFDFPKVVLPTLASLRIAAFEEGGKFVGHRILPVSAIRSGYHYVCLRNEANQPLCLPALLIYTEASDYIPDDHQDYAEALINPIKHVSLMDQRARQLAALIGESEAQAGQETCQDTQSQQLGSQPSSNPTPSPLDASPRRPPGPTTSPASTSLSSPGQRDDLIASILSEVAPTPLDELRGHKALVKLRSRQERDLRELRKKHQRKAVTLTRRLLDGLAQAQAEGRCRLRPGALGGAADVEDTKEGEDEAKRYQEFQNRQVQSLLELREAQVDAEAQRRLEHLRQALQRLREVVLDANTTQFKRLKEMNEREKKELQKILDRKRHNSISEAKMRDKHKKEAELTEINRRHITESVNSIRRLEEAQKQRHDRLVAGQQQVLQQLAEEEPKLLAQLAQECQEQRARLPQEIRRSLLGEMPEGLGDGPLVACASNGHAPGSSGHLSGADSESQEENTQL
# ASAP1 GAP inh: inhibitors of human ASAP1 ArfGAP activity; Q9ULH1; ASAP1-stimulated ARF1 GTP hydrolysis, GDP FP detection; inhibition, % at 16.5 µM; actives 0.19% (n = 360,000); in the data active = inhibition above about 25%;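 note: 0% = vehicle with enzyme and substrate and 100% = no enzyme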
# proKLK7 act: activators of human kallikrein-7 zymogen. P49862. purified proKLK7, EDANS-DABCYL substrate fluorescence; 100% is mature enzyme control, 0% vehicle. activation, % at 7 µM. actives 0.9% (n = 370,000);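 active = activation above the mean of all tested compounds plus 3 SD, computed per campaign excluding outliers beyond control limits, cut at about 13% in these data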
# PLC-gamma1 inh: inhibitors of human phospholipase C gamma1; purified PLC-gamma1, fluorogenic substrate, fluorescence; inhibition, % at 12.2 µM; actives 0.84% (n = 370,000); in the data active = inhibition above about 9.5%
# Tn7 DDE FP: DD(E)-Tn7 binding inhibition, primary FP screen; P02675; FP displacement of FITC-Tn7 peptide from fibrin DD(E); 0% = median of compound wells per plate; inhibition, % at 8.3 µM; actives 0.13% (n = 370,000); AID 720508;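 active = inhibition above the mean of compounds falling within the control limits plus 3 SD of them, cut at about 14% in these data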;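 note: 0% = plate median of compound wells and 100% = 10 µM Aha-Tn7 peptide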
#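 Assay system: human fibrin DD(E) protein / Input: 2 µM fibrin DD(E) / Benchmarks: high control of 10 µM Aha-Tn7 peptide / Measured by: fluorescence polarization of the labelled Tn7 tracer / Medium: Tris buffer with calcium and detergent, pH 7.8 / Timing: 10 min compound pre-incubation, 3 h probe incubation at room temperature / Repeats: one replicate per compound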
# UHRF1 MBD2 ctr: UHRF1 methyl-DNA binding inhibition; inhibition, % at 4.4 µM; actives 0.75% (n = 370,000); UHRF1 binding to methylated oligo, TR-FRET; in the data active = inhibition above about 21%;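 note: UHRF1 SRA domain binding a hemimethylated CpG hairpin DNA probe; 0% = median of test compound wells and 100% = reference inhibitor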
# ARFGAP1 inh: inhibitors of rat ARFGAP1 | Q62848 | Arfgap1-stimulated ARF1 GTP hydrolysis, GDP FP detection | inhibition, % at 16.5 µM | actives 0.26% (n = 360,000);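 active = inhibition above a per-plate limit, mean inhibition of low control wells plus 3 SD, cut at about 25% in these data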;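 note: 0% = DMSO wells with enzyme and 100% = wells lacking Arfgap1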
#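 system = rat Arfgap1 catalytic domain, aa 1-136 | technique = FP, GDP Alexa 633 tracer displaced from anti-GDP antibody, 620/688 nm | compound = one concentration, 16.5 µM, DMSO 1.26% | medium = HEPES-based buffer, pH 7.5 | timing = compound-enzyme preincubation 20 min, reaction 120 min, detection 60 min, 25 °C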
# HGIII-sPLA2 inh: Inhibits HGIII-sPLA2 liposome hydrolysis, primary screen; AID 743126; inhibition, % at 12.2 µM; actives 0.56% (n = 370,000); Q9NZ20; QFRET BODIPY PC-A2 liposome hydrolysis, fluorescence;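 active = inhibition above mean plus 3 SD of compounds lying within the high and low control bounds, cut at about 19% in these data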;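 note: 0% = median of test compound wells and 100% = no enzyme DMSO wells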
# DDE Tn6 FP inh: disrupts Tn6 cyclic peptide binding to fibrin D-Dimer-E complex. AID 720509. Fibrin DD(E) TRITC-Tn6 fluorescence polarization displacement. actives 0.21% (n = 370,000). inhibition, % at 8.3 µM. P02675;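 active = inhibition above a per-campaign cutoff: mean of compounds within control limits plus 3 SD, cut at about 15% in these data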;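 note: 0% = median of all compound wells on the plate and 100% = blocking peptide control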
# Active calls of the source: *; nt = not tested or not shown. An unsorted share of the library, and some 4.5% of all compounds hit somewhere here.
SMILES,NR1D1 modulator,PLC-beta3 inh,ASAP1 GAP inh,proKLK7 act,PLC-gamma1 inh,Tn7 DDE FP,UHRF1 MBD2 ctr,ARFGAP1 inh,HGIII-sPLA2 inh,DDE Tn6 FP inh
OC(CNCc1cccc(Br)c1)c1ccccc1 (centres undefined),2,-8,10,0.6,2,0,5,11,10,6
c1ccc2c(c1)COC(CNC1CCCCC1)OC2,2,-7,11,0.4,2,0,-1,-7,1,-2
CC1(C)Cc2nc(-c3ccccc3)nc(NNC(=O)c3ccco3)c2CO1,2,-7,-5,-0.1,-6,5,3,0,3,7
O=C(CNC(=O)c1ccncc1)N/N=C/c1ccc(Br)cc1,-3,-8,1,0.5,1,0,2,2,0,2
OCCCn1c(-c2ccccc2)nc(=S)c2c1CCCC2,1,-2,2,-0.3,-2,4,-2,-7,7,-5
COc1cc(C2SCC(=O)N2c2nnc(C34CC5CC(CC(C5)C3)C4)s2)cc(OC)c1OC (centres undefined),9,2,5,0.0,-3,7,3,22,9,0
COc1ccc(O)c(C(=O)c2cnn(-c3ccccc3)c2)c1,0,-66,1,4.3,-48,-6,0,7,-6,-3
COC(=O)C1=C(C)NC2=C(C(=O)c3ccccc32)C1c1cccc(OC)c1 (centres undefined),7,-6,4,0.2,5,0,-6,2,-3,-2
O=C1C2C3c4ccccc4C(c4ccccc43)[C@@H]2C(=O)N1c1nc(-c2ccccc2)cs1 (some centres undefined),-6,3,1,0.1,4,-8,4,-1,0,3
Cc1cc[n+](-c2nc3ccccc3nc2[N-]S(=O)(=O)c2cccs2)cc1C,1,-43,11,-0.5,-32,-3,5,-14,-5,-1
O=C(CCNS(=O)(=O)c1ccccc1C(F)(F)F)N1CCN(S(=O)(=O)c2cccc(F)c2)CC1,-1,-1,0,-0.5,-5,1,0,3,-3,5
COc1cc(C(C[N+](=O)[O-])c2c(C)[nH]c3ccccc23)ccc1O (centres undefined),0,-14,3,3.7,-8,-2,3,6,-21,2
CCOC(=O)N1CCC(NC(=O)CS(=O)(=O)Cc2nc(-c3cccc(OC)c3)oc2C)CC1,1,3,1,-0.3,1,-4,-1,-5,-9,2
CCN(CC)C(=O)CSc1nnc(CCNC(=O)OC(C)(C)C)o1,0,2,6,-0.4,-1,7,0,1,-2,3
Cc1ccc(C(=O)OCC(=O)NC(C)C2CC3CCC2C3)cc1N (centres undefined),9,-10,4,0.4,-9,2,2,-2,9,-2
COc1cc(C)ccc1OCCOCCN(C)Cc1ccccc1,3,3,-9,-0.3,2,3,2,1,-5,-2
CC(C)(C)c1ccc(C(=O)N2CCN(S(=O)(=O)c3ccc(Br)s3)CC2)cc1,0,-3,8,0.2,2,-8,2,10,5,9
COc1ccccc1/C=C/C=N/NC(=O)c1cccs1,-6,-52,8,-0.1,-41,2,-4,-5,-7,-8
COc1ccc(C(=O)OCC(=O)c2ccc[nH]2)cc1,-8,-4,-8,0.4,1,-4,13,5,-6,0
O=C(NCCOc1ccccc1F)C1CC(=O)N(Cc2ccccc2)C1 (centres undefined),-2,1,-15,0.4,0,2,-3,-13,8,-2
COc1ccc(OS(=O)(=O)Cc2ccccc2)cc1,-3,-4,0,-0.3,1,-1,-1,-2,-9,5
N#Cc1nc(Cc2ccccc2)oc1NCCCn1ccnc1,3,0,-5,-0.1,-2,-8,0,0,-13,-1
CC(Oc1cccc(NC(=O)c2cccs2)c1)C(=O)c1ccccc1 (centres undefined),-1,-1,6,0.2,3,0,0,5,-9,1
O=C(CC1C[C@H](C(=O)N2CCCCC2)[C@@]2(CCc3ccccc3)c3[nH]c4ccccc4c3CCN2C1=O)NCc1cccc(C(F)(F)F)c1 (some centres undefined),1,3,1,0.1,1,-1,0,3,2,-6
O=S(=O)(c1ccc(Br)cc1)N1CCN(c2ccc3nnc(-c4ccccc4)n3n2)CC1,3,-2,-8,-0.9,-1,1,0,-15,-2,1
COc1ccc(CC(=O)NCC(C)(C)N2CCOCC2)cc1,-6,-4,-9,-0.2,1,0,-2,10,2,-6
O=C(O)c1ccc(S(=O)(=O)NCc2ccc3c(c2)OCO3)cc1,-2,-4,-5,0.0,0,3,0,1,-1,0
CCOC(=O)c1c(NC(=O)c2cc(C)oc2C)sc(C(=O)Nc2ccc(Cl)cc2)c1C,14,-6,9,-0.3,-2,-3,2,-8,-5,-5
COc1cc(OC)cc(C(=O)N/N=C/c2ccc(OC)c(COc3ccc4ccccc4c3)c2)c1,-6,-21,-4,-7.0,-10,-3,0,13,-7,-7
c1coc(-c2nnc(SCc3cn4ccccc4n3)o2)c1,6,-2,-1,-0.1,-1,14*,-2,-11,6,0

# 2 consecutive entries already listed, quoted:
SMILES,NR1D1 modulator,PLC-beta3 inh,ASAP1 GAP inh,proKLK7 act,PLC-gamma1 inh,Tn7 DDE FP,UHRF1 MBD2 ctr,ARFGAP1 inh,HGIII-sPLA2 inh,DDE Tn6 FP inh
COc1ccc(OS(=O)(=O)Cc2ccccc2)cc1,-3,-4,0,-0.3,1,-1,-1,-2,-9,5
N#Cc1nc(Cc2ccccc2)oc1NCCCn1ccnc1,3,0,-5,-0.1,-2,-8,0,0,-13,-1

# New compounds follow.
SMILES,NR1D1 modulator,PLC-beta3 inh,ASAP1 GAP inh,proKLK7 act,PLC-gamma1 inh,Tn7 DDE FP,UHRF1 MBD2 ctr,ARFGAP1 inh,HGIII-sPLA2 inh,DDE Tn6 FP inh
CSc1ncccc1C(=O)NCc1ccccc1Cl,4,-6,-9,-0.7,1,-4,-1,3,7,0
CC1(c2nnnn2Cc2ccccc2)CCCC(=O)N1Cc1cccs1 (centres undefined),-2,4,nt,0.1,2,-5,3,nt,-1,-1
CCN(CC(=O)Nc1ccccc1C(F)(F)F)C(=O)c1ccc2c(=O)n3c(nc2c1)CCC3,1,-24,8,0.6,-7,4,3,-14,11,1
CC(=O)OC1CCC2C3CCC4=C(CC(F)C(=O)C4)C3CCC12C (centres undefined),-4,-1,-12,0.7,4,0,0,3,-15,-8
Cc1sc(NC(=O)c2cc(-c3ccccc3)nc3ccccc23)c(C(N)=O)c1C,3,-10,11,0.1,-9,-9,-4,11,-7,0
C=CCC1(C(=O)NCCO)CCN(C(=O)OC(C)(C)C)CC1,-3,3,3,0.3,0,7,-2,-10,8,9
CCCCNC(=O)c1nc(C2CCN(S(=O)(=O)c3c(F)cccc3F)CC2)oc1-c1cccc(C(F)(F)F)c1,-1,2,6,0.2,7,-6,2,2,10,-5
Cc1onc(-c2ccccc2Cl)c1C(=O)N1CCCCCC1,-5,-4,-7,-0.8,-1,2,-1,-12,-1,10
Cc1[nH]n(-c2ccc(Cl)cc2)c(=O)c1/C=N/n1c(C)nc2ccccc2c1=O,0,-11,-19,0.0,-8,-5,-10,3,-1,3
CC(C)(C)c1cc(C(=O)N/N=C/c2ccco2)n[nH]1,-4,-5,-1,-0.5,-3,-1,2,1,16,-2
CCOC(=O)C1CCCCN1Cc1ccc(-c2ccccc2)cc1 (centres undefined),-1,-4,-9,0.1,0,-1,2,-15,-4,3
COc1cc(C(=O)Nc2ccc(C(=O)NCC3CCCO3)cc2)cc(OC)c1OC (centres undefined),-4,-5,7,-0.3,-2,3,1,-9,-2,10
O=C(COc1ccc(S(=O)(=O)Nc2ccccc2)cc1)NCc1ccccn1,-2,-8,15,-0.2,0,0,1,1,-7,3
NC(=O)COC(=O)C(Cc1ccccc1)NS(=O)(=O)c1ccccc1F (centres undefined),4,2,-8,-0.4,2,-4,1,-3,3,5
CC1=C([N+](=O)[O-])C(c2ccc3c(c2)OCO3)N(C)C(=O)N1C (centres undefined),-6,-4,4,0.4,5,1,0,-5,-30,4
COc1c(C)cc(S(=O)(=O)NC2CC(C)(C)NC(C)(C)C2)c(C)c1C,2,4,2,0.1,2,-5,1,3,1,-1
COc1ccc(N2CCN(C3CCCN(C(=O)c4cccc(C)n4)C3)CC2)cc1 (centres undefined),0,-4,-13,0.3,1,0,2,11,2,5
CCOC(=O)c1ccc([N+](=O)[O-])cc1NC(C)=O,6,4,0,-0.3,-1,3,-4,6,-3,-3
CC(C)(C)c1ccc(-c2nnc(SCC(=O)Nc3cccc4ccccc34)n2Cc2ccco2)cc1,-1,2,nt,0.3,5,-5,-1,nt,-22,-3
Cc1[nH]nc2c1C(c1ccccc1)N(c1ccccc1)C2=O (centres undefined),-4,-1,7,0.0,2,3,-1,0,-1,0
CC1(Oc2ccccc2)CCN(Cc2ccc(-c3ccccn3)cc2)C1 (centres undefined),4,-1,-5,0.3,-2,-6,-3,7,-10,-2

# Among those listed so far, 7 have fluorine:
SMILES,NR1D1 modulator,PLC-beta3 inh,ASAP1 GAP inh,proKLK7 act,PLC-gamma1 inh,Tn7 DDE FP,UHRF1 MBD2 ctr,ARFGAP1 inh,HGIII-sPLA2 inh,DDE Tn6 FP inh
O=C(CCNS(=O)(=O)c1ccccc1C(F)(F)F)N1CCN(S(=O)(=O)c2cccc(F)c2)CC1,-1,-1,0,-0.5,-5,1,0,3,-3,5
O=C(NCCOc1ccccc1F)C1CC(=O)N(Cc2ccccc2)C1 (centres undefined),-2,1,-15,0.4,0,2,-3,-13,8,-2
O=C(CC1C[C@H](C(=O)N2CCCCC2)[C@@]2(CCc3ccccc3)c3[nH]c4ccccc4c3CCN2C1=O)NCc1cccc(C(F)(F)F)c1 (some centres undefined),1,3,1,0.1,1,-1,0,3,2,-6
CCN(CC(=O)Nc1ccccc1C(F)(F)F)C(=O)c1ccc2c(=O)n3c(nc2c1)CCC3,1,-24,8,0.6,-7,4,3,-14,11,1
CC(=O)OC1CCC2C3CCC4=C(CC(F)C(=O)C4)C3CCC12C (centres undefined),-4,-1,-12,0.7,4,0,0,3,-15,-8
CCCCNC(=O)c1nc(C2CCN(S(=O)(=O)c3c(F)cccc3F)CC2)oc1-c1cccc(C(F)(F)F)c1,-1,2,6,0.2,7,-6,2,2,10,-5
NC(=O)COC(=O)C(Cc1ccccc1)NS(=O)(=O)c1ccccc1F (centres undefined),4,2,-8,-0.4,2,-4,1,-3,3,5

# Screens (PubChem BioAssay)
